Screening data from PubChem BioAssay.
AddAB inh: growth inhibition of E. coli expressing H. pylori AddAB, primary screen, AddAB inhibitor project, absorbance. inhibition, % at 11.9 µM. actives 0.29% (n = 330,000); in the data active means inhibition above about 12%;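 further: 0% = vehicle wells of infected cells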
phage Ecoli inh: growth loss of phage-infected E. coli, primary screen, RecBCD inhibitor project, absorbance, with phage, HTS | actives 0.26% (n = 360,000) | inhibition, % at 11.9 µM; in the data active means inhibition above about 11%
DSG3 Ab inh: inhibitors of pemphigus antibody binding to DSG3, primary screen, biochemical, bead-based, flow cytometry, scFv-GFP; Desmoglein-3 (Homo sapiens), P32926; DSG3-coupled beads, scFv-anti-DSG3-GFP binding; hits give low values; binding (percent of control), % at 10 µM; actives 0.48% (n = 310,000); AID 588358, 2011;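 active means binding more than 3 SD below its plate's average and above zero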;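 further: hits lower antibody fragment binding to DSG3; some compounds called inactive have numbers as strong as hits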
Target sequence (P32926 whole entry, looked up, the tested form may be a part): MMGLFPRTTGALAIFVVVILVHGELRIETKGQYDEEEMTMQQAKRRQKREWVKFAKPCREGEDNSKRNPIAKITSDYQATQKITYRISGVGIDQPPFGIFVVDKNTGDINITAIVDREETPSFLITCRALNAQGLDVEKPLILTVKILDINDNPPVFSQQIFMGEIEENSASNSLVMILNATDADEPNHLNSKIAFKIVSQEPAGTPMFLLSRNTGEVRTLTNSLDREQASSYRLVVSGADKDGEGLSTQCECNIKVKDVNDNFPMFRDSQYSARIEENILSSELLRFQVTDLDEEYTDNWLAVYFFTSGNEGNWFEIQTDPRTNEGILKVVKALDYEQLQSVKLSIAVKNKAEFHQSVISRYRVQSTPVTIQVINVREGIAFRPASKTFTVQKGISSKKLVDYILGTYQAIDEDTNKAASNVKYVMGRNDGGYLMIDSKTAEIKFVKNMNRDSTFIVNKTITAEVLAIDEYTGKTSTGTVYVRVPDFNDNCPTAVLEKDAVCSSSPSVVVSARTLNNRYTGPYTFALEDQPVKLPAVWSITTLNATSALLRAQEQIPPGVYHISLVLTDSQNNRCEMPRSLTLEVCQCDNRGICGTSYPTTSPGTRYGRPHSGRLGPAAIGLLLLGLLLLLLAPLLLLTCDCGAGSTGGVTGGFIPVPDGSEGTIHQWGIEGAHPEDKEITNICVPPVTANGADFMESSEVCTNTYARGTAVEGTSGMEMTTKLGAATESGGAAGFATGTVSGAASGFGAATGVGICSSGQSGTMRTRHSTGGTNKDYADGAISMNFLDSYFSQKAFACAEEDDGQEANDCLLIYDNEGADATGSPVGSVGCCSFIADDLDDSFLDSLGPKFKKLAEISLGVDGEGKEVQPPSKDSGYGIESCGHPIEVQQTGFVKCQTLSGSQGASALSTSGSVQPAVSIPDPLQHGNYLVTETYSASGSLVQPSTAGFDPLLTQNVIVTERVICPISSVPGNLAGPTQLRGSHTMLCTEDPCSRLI
Mot1-301 SUMO: yeast Mot1-301 growth rescue at high temperature, primary screen, SUMOylation pathway inhibitor project, S. cerevisiae, ATP luminescence, 38.5C. S. cerevisiae Mot1-301 growth rescue; percent above DMSO median, 100 means doubled. growth rescue, % at 18.8 µM. actives 1% (n = 320,000). AID 2716, 2010;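 active means every valid replicate shows activation above 250% relative to neutral control wells; inactive means the rest, any valid replicate at or below 250%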;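 further: OY570 slx delta 5 strain wells were the positive control but not used for scaling; some compounds called inactive have numbers as strong as hits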
Tat transport: E. coli Tat export inhibitors, primary screen, MC4100, TorA-mCherry reporter, fluorescence, single point; actives 0.036% (n = 340,000); inhibition, % at 10 µM;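 active means mean replicate inhibition at least 50% and at least half of replicates individually reaching 50%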;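 further: exported cargo escapes ClpAP degradation while cytoplasmic cargo is degraded and loses fluorescence; 0% = median of neutral control wells and 100% = median of NaSCN control wells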
OPRM1-OPRD1 ag: agonists of OPRM1-OPRD1 heterodimerization, primary screen, cell-based, luminescence | cells | activation, % at 9.3 µM | actives 0.3% (n = 340,000) | AID 504326, 2011; in the data active means activation above about 18%;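 further: 0% = vehicle-treated cells and 100% = reference agonist; values of inactives mirror those of a sister screen read the other way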
Ecoli viability: E. coli V3065 growth inhibition, primary screen, counter-screen for AddAB inhibitor project, absorbance, OD600. 18 h. inhibition, % at 11.9 µM. actives 0.27% (n = 330,000);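 active means inhibition above the campaign's mean inhibition across all tested compounds plus 3 SD, cut at about 9.9% in these data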;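 further: uninfected addAB+ strain grown without phage in ampicillin broth; 0% = DMSO wells and 100% = ciprofloxacin 0.95 µg/ml wells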
PKA-R1A act: activators of PKA-R1A holoenzyme, primary screen, biochemical, fluorescence polarization, Cy5-IP20, bovine R1A, mouse PKAc. actives 0.083% (n = 340,000). PKA-R1A dissociation; scaled: DMSO 0%, 113 µM cGMP 100%. activation, % at 11.4 µM;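 active means percent activation above the mean of all tested compounds plus 3 SD, cut at about 19% in these data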;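 further: higher means more PKAc released from R1A so a rise in polarization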
PfHsp90 yeast 2: growth inhibition of PfHsp90-expressing yeast, primary screen, antimalarial PfHsp90 inhibitor project, S. cerevisiae, BacTiter-Glo luminescence, single point, set 2; BacTiter-Glo ATP, 48 h; yeast lacking PDR1 and PDR3 efflux regulators; inhibition, % at 9.4 µM; actives 0.32% (n = 310,000); AID 504621, 2011;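 active means every replicate shows inhibition above about 80%, whatever the replicate mean, limit read from the data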;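 further: 0% = DMSO neutral controls and 100% = 20 µM radicicol positive controls; yeast relying on Plasmodium falciparum Hsp90 in place of its own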
Arr AP2 block: inhibitors of beta-arrestin/AP2 binding, primary screen, biochemical, GPCR trafficking, flow cytometry; beta-arrestin 1 C-terminal peptide binding to AP2 beta2-adaptin appendage (human); FITC-arrestin peptide / GST-AP2 beads; AP2 beta2 appendage carries R879A mutation; inhibition, % at 10 µM; actives 0.31% (n = 340,000);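 active means inhibition above a set limit, near 3 SD of compounds lacking own fluorescence, cut at about 54% in these data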;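 further: plate controls were DMSO wells for no effect and 5 µM unlabelled arrestin peptide for full effect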
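Material – AP2 appendage R879A on GSH beads · Buffer or medium – PBS with 0.05% Tween 20 and 0.1% BSA · Probe or stimulus – fluorescein-tagged arrestin peptide at 50 nM final · Incubation – compound with beads 12 min RT, then probe 1 h RT · Detection – high-throughput flow cytometry of beads, ex 488, em 535 nm · Evaluation – percent response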
MOR-DOR inv ag: inverse agonists of MOR-DOR heterodimerization, primary screen, cell-based, luminescence; cell-based MOR-DOR heterodimer luminescence, inverse agonism; AID 504357, 2011; Mu-type opioid receptor (Homo sapiens) + Delta-type opioid receptor (Homo sapiens), …; actives 0.21% (n = 340,000); inhibition, % at 9.3 µM; in the data active means inhibition above about 22%, passing the limit was not always enough;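 further: 0% = cells with DMSO and 100% = wells without cells with DMSO; values of inactives mirror those of a sister screen read the other way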
* marks the source's active call; other numbers are inactive results; i = inactive; . = not tested or not shown.

Every second line gives: AddAB inh, phage Ecoli inh, DSG3 Ab inh, Mot1-301 SUMO, Tat transport, OPRM1-OPRD1 ag, Ecoli viability, PKA-R1A act, PfHsp90 yeast 2, Arr AP2 block, MOR-DOR inv ag
Cc1ccc(CCNC(=O)c2nn(C)c3c2CS(=O)(=O)c2ccccc2-3)cc1
→ 1.8, 3.0, 103, -7, -1, -2.4, 0.3, -4, -9, 27, 12
COc1ccc(NC(=O)CSc2nncn2C)cc1
→ 1.2, 0.2, 87, 6, -6, -1.7, -0.6, -14, 1, 38, 8
O=C(Cn1nnc(-c2ccccc2)n1)N1CCN(S(=O)(=O)c2ccc(Cl)cc2)CC1
→ 0.1, 0.9, 101, -3, 6, -0.6, -0.6, 10, -9, 4, 4
CC(C)CN(C(=O)COC(=O)C1=COCCO1)c1c(N)n(Cc2ccccc2)c(=O)[nH]c1=O
→ -1.2, 3.5, 104, 0, 2, 0.8, -2.4, 4, ., 19, -4
O=C(NCc1ccncc1)c1cc2ccccc2nc1Cl
→ 2.8, 0.8, 102, 482, -1, -2.1, 0.6, -2, 12, 24, 11
Cc1ccc(S(=O)(=O)N(CC(=O)N2CCC(C(N)=O)CC2)c2cccc(C(F)(F)F)c2)cc1
→ -2.7, -0.1, 99, -10, -2, -1.4, -1.4, 0, -4, -2, 8
Cc1ccc(S(=O)(=O)c2cc3c(=O)n4ccccc4nc3n(C3CCCC3)c2=N)cc1
→ 1.7, 0.4, ., -3, 6, 2.3, 0.3, 3, -17, 16, -17
O=C(COC(=O)c1cnccn1)NCCc1ccc(Cl)cc1
→ ., 4.6, 107, ., 3, -1.7, ., -5, ., 3, 11
CC(C)c1ccc(OCc2ccc(C(=O)NN3CCN(C)CC3)o2)cc1
→ 0.5, 3.3, 109, 2, 1, -1.3, -0.5, 4, -12, -1, 9
Cc1cccc(Nc2nnc(SCC(=O)N(C)C3CCS(=O)(=O)C3)s2)c1C (centres undefined)
→ -0.4, 2.8, 108, ., 1, 0.0, -1.9, 4, 24, -3, 0

Limited to PfHsp90 yeast 2, DSG3 Ab inh and PKA-R1A act, for some of the entries so far:
SMILES,PfHsp90 yeast 2,DSG3 Ab inh,PKA-R1A act
Cc1ccc(S(=O)(=O)N(CC(=O)N2CCC(C(N)=O)CC2)c2cccc(C(F)(F)F)c2)cc1,-4,99,0
Cc1ccc(S(=O)(=O)c2cc3c(=O)n4ccccc4nc3n(C3CCCC3)c2=N)cc1,-17,.,3
O=C(COC(=O)c1cnccn1)NCCc1ccc(Cl)cc1,.,107,-5

Following part:
Every second line gives: AddAB inh, phage Ecoli inh, DSG3 Ab inh, Mot1-301 SUMO, Tat transport, OPRM1-OPRD1 ag, Ecoli viability, PKA-R1A act, PfHsp90 yeast 2, Arr AP2 block, MOR-DOR inv ag
CC(=O)NCCn1c(SCc2ccc(C)cc2C)nc2ccccc2c1=O
→ 0.8, 2.0, 98, -1, 4, -1.5, -0.9, 2, 4, 11, 7
CCOC(=O)C1CCCN(S(=O)(=O)CCNC(=O)c2ccc3c(c2)OCO3)C1 (centres undefined)
→ 1.3, 4.1, 101, ., -11, -1.7, 1.1, -4, 16, -2, 11
CC(C)(C)OC(=O)N[C@@H](COCc1ccccc1)C(=O)N[C@@H](CO)[C@H](O)[C@@H]1C[C@@H]1C(=O)N1CCCC1
→ 5.7, 1.9, 109, -10, 1, -1.8, 3.6, -4, 19, 10, 10
CC(c1nc2ccccc2c(=O)[nH]1)N1CCOCC1 (centres undefined)
→ 1.4, 2.8, 108, 9, 2, 0.2, -4.0, -6, -5, 37, -1
Cc1sc2nc(CC(=O)NN)[nH]c(=O)c2c1C
→ 3.3, -0.3, 98, 1, -9, 0.0, 0.9, -14, -20, -9, 0
CC(C)CC(OC(=O)c1nsc(Cl)c1Cl)C(=O)NCc1cccs1 (centres undefined)
→ 2.2, 3.6, 110, i, 5, -0.4, -1.2, -11, -15, -10, 2
CC1=CSC2=NC(=O)/C(=C\c3cccn3-c3ccc([N+](=O)[O-])cc3)C(=N)N12
→ 0.0, -0.2, 95, -20, 3, 6.6, 1.5, 14, -22, 3, -35
Cc1cc(C)c(NC(=O)/C(=C/c2ccccc2)c2ccccc2)c(C)c1
→ 2.4, 2.8, 101, 22, 10, 2.6, 0.5, -3, 8, 5, -13
S=c1[nH]nc(-c2ccccn2)n1/N=C/c1ccc(Cl)c(Cl)c1
→ 1.6, 1.1, 96, 0, ., ., 0.5, ., ., -2, .
COc1ccc(C)cc1NC(=O)CSc1ccc(-c2sc(C)nc2C)nn1
→ 0.9, 0.9, 110, 182, 0, -1.9, -0.7, -7, 4, 26, 8
Cc1ccc(NC(=O)CCc2ccc(S(=O)(=O)N3CCOCC3)cc2)c(O)c1
→ 1.6, 2.7, 118, 17, -7, -2.5, -1.1, -3, 26, -6, 12
O=C(O)C1C2CC2CN1C(=O)c1ccc(Cl)cc1 (centres undefined)
→ 3.5, 3.4, 115, -7, 3, ., 1.0, ., -11, -11, .
CCc1nccn1S(=O)(=O)c1cc(Br)ccc1OC
→ 0.9, 2.2, 101, -19, -2, -2.6, 1.4, -2, -29, 24, 16
CCN1C(=O)[C@H]2[C@H]3CN=C(SCC4CC4)N3[C@@](Cc3ccccc3)(C(=O)OC)[C@H]2C1=O
→ 2.0, 1.9, 111, ., 12, -2.8, 0.7, -10, -18, 4, 14
c1ccc(COc2ccc(OCCCNC3CCCC3)cc2)cc1
→ 0.8, -0.6, 98, 0, 9, 4.3, 0.2, -11, -20, 13, -23
NC(=O)C1CCN(Cc2ccc(OCc3ccccc3)cc2)CC1
→ 1.0, -0.9, 99, 8, 2, -1.8, -1.6, 2, 8, 1, 9
COc1ccc(-n2nc(C(=O)Nc3nc4ccc(OC)cc4s3)c3ccccc3c2=O)cc1
→ 1.6, 3.6, 98, -8, -14, -0.4, 2.1, -3, 1, 4, 2
COc1ccc(-c2cc(=O)oc3cc(OCC(=O)Nc4ccc(CCO)cc4)ccc23)cc1
→ 0.9, 0.2, 100, 15, -2, -1.0, -1.1, 4, -6, 42, 5
O=C(Cn1nc(Cc2cccnc2)c2ccccc2c1=O)Nc1ccccc1F
→ 0.4, -0.7, 92, 79, -6, -2.6, -0.2, -5, -13, -9, 14
N#CC1=C(N)C(C#N)(C#N)C2(C(=O)Nc3ccccc32)C2CCCC=C12 (centres undefined)
→ 2.3, 0.6, 93, -10, -2, 4.5, -1.6, -14, -1, 5, -26
COc1ccc(NC(=O)CCCNC(=O)c2ccc(Cl)cc2)cc1S(=O)(=O)N1CCOCC1
→ ., 1.1, ., ., -7, -5.3, ., -4, -5, 16, 20
O=C(NC1(C(F)(F)F)C(=O)Nc2c1c(=O)[nH]c(=O)n2Cc1ccccc1)c1ccc(Cl)cc1Cl (centres undefined)
→ 1.3, 2.5, 102, 0, -1, -1.0, -0.2, -6, -14, 30, 6
CC[C@@]12C(=O)N(c3cccc(F)c3)C(=O)N1[C@H](c1ccc(Br)cc1)[C@@H]1C(=O)N(C(C)(C)C)C(=O)[C@@H]12
→ 3.6, 2.8, 100, -7, 16, 2.6, -0.9, -6, -11, -1, -15
CCOC(=O)c1sc(/N=C/N(C)C)nc1C
→ -0.1, 3.4, 96, -4, 26, -0.3, 0.2, -3, 15, 5, 2
CC1=C(C(=O)O)N2C(=O)C(NC(=O)c3c(F)cccc3F)C2SC1 (centres undefined)
→ ., -1.6, 97, ., 0, -0.2, ., 3, -50, 27, 1
Cn1c2c(c3ccccc31)CCN(CCCCN1CCN(c3ccccc3)CC1)C2=O
→ ., 0.9, 98, ., 10, 0.1, ., -5, -5, 28, -1
Cc1cc(C)n(CCCNC(=O)CCNS(=O)(=O)c2ccccc2C(F)(F)F)n1
→ -0.1, -1.2, 95, -7, 4, -2.6, -0.1, -5, -2, 2, 14
COc1ccc(NC(=S)Nc2cnc3ccccc3c2)c(OC)c1
→ -1.6, 2.1, 104, -7, 2, -3.6, -1.7, -5, 7, 4, 19
CC(C(=O)Nc1ccc(C(F)(F)F)cc1)N(C)CC(=O)N1CCN(Cc2ccccc2)CC1 (centres undefined)
→ -0.3, 1.5, 137, -3, -4, 0.3, -2.7, 3, 4, 9, -2
N#Cc1cccc(C#N)c1Oc1ccc(S(=O)(=O)Nc2ccccc2)cc1
→ 0.3, 2.3, 99, -9, -6, ., 1.0, ., -8, 0, .
N#CCCCSc1nnc(Cc2ccc3c(c2)OCO3)o1
→ -1.2, -1.2, 93, 5, 6, 3.4, -0.9, -2, -14, 1, -18
Cc1cc(NC(=O)CSc2nnc3c4c(C)c(C)sc4ncn23)no1
→ 0.8, 1.4, 105, 13, -9, 1.1, -0.7, 0, -6, 1, -6
O=C(NC(=S)N1CCN(c2ccc(F)cc2)CC1)c1cccs1
→ -1.0, 1.1, 103, 4, 5, -2.0, -4.4, -6, 1, -24, 9
Cc1nn(Cc2ccc(Cl)cc2)c(C)c1NC(=O)C1CC=CCC1C(=O)O (centres undefined)
→ -0.7, 2.7, 103, -6, 9, -0.4, -1.3, -15, 3, 9, 2
